phage Ecoli inh = E. coli growth loss with phage present; growth absorbance; inhibition, % at 11.9 µM; 360,000 compounds, 0.26% hits; in the data active = inhibition above about 11%
PfHsp90 set2 = reduces growth (ATP signal) of yeast expressing P. falciparum Hsp90; 310,000 compounds, 0.32% hits; S. cerevisiae expressing PfHsp90, BacTiter-Glo ATP, 48 h; yeast lacking PDR1 and PDR3 efflux regulators; AID 504621; inhibition, % at 9.4 µM;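 active = every replicate shows inhibition above about 80%, whatever the replicate mean, limit read from the data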;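 note: 0% = DMSO neutral controls and 100% = 20 µM radicicol positive controls; yeast relying on Plasmodium falciparum Hsp90 in place of its own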
Pemphigus Ab inh = blocks pemphigus antibody binding to human desmoglein-3. P32926. DSG3-coupled beads, scFv-anti-DSG3-GFP binding, flow cytometry; hits give low values. binding (percent of control), % at 10 µM. 310,000 compounds, 0.48% hits;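 active = binding more than 3 SD below its plate's average and above zero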;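 note: hits lower antibody fragment binding to DSG3; some compounds called inactive have numbers as strong as hits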
PKA-R1A act = activators of PKA-R1A complex; P00514+P68181; PKA-R1A dissociation, Cy5-IP20 fluorescence polarization; scaled: DMSO 0%, 113 µM cGMP 100%; 340,000 compounds, 0.083% hits; activation, % at 11.4 µM; AID 504707;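 active = percent activation above the mean of all tested compounds plus 3 SD, cut at about 19% in these data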;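 note: higher means more PKAc released from R1A so a rise in polarization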
SUMO Mot1 rescue = inhibitors of SUMOylation pathway: yeast Mot1-301 growth rescue. S. cerevisiae Mot1-301 growth rescue, ATP luminescence, 38.5C; percent above DMSO median, 100 means doubled. growth rescue, % at 18.8 µM. 320,000 compounds, 1% hits;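 active = every valid replicate shows activation above 250% relative to neutral control wells; inactive = the rest, any valid replicate at or below 250%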;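 note: OY570 slx delta 5 strain wells were the positive control but not used for scaling; some compounds called inactive have numbers as strong as hits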
Tat transport = E. coli Tat transport inhibition. inhibition, % at 10 µM. AID 488895. E. coli MC4100 TorA-mCherry Tat export, fluorescence. 340,000 compounds, 0.036% hits;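 active = mean replicate inhibition at least 50% and at least half of replicates individually reaching 50%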;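 note: exported cargo escapes ClpAP degradation while cytoplasmic cargo is degraded and loses fluorescence; 0% = median of neutral control wells and 100% = median of NaSCN control wells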
OPRM1-OPRD1 ag = OPRM1-OPRD1 heterodimerization agonism. cells, luminescence. activation, % at 9.3 µM. 340,000 compounds, 0.3% hits. AID 504326; in the data active = activation above about 18%;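 note: 0% = vehicle-treated cells and 100% = reference agonist; values of inactives mirror those of a sister screen read the other way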
Target sequence (P35372 whole entry, looked up): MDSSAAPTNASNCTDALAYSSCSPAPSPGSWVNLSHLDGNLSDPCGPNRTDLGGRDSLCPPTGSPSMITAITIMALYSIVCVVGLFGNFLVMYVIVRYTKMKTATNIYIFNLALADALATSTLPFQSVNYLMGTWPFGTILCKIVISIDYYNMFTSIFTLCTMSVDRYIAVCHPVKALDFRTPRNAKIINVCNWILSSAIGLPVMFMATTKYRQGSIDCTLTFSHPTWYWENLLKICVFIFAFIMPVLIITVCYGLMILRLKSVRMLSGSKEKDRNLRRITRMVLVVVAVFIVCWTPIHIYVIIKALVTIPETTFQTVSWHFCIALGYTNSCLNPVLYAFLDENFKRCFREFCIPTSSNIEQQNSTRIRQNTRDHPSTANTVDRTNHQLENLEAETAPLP
Target sequence (P41143 whole entry, looked up): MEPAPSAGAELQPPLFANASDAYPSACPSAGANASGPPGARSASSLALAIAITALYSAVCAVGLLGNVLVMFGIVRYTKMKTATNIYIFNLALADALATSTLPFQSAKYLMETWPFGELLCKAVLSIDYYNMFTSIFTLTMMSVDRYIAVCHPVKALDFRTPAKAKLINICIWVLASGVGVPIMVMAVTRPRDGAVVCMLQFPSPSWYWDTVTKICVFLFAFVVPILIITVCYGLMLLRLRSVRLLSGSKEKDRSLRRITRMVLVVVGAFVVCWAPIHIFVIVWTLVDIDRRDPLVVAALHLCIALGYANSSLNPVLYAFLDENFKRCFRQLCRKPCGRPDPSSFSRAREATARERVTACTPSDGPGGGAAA
Arrestin-AP2 inh = inhibitors of human beta-arrestin and AP2 interaction. FITC-arrestin peptide / GST-AP2 beads, flow cytometry; AP2 beta2 appendage carries R879A mutation. inhibition, % at 10 µM. 340,000 compounds, 0.31% hits. AID 504490;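 active = inhibition above a set limit, near 3 SD of compounds lacking own fluorescence, cut at about 54% in these data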;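 note: plate controls were DMSO wells for no effect and 5 µM unlabelled arrestin peptide for full effect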
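System: GST-AP2 R879A bound to glutathione beads, E. coli-expressed. Also added: 50 nM FITC-arrestin peptide. Schedule: compound with beads 12 min RT, then probe 1 h RT. Signal: bead flow cytometry, FITC channel. Read-out basis: percent response.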
MOR-DOR inv ag = inverse agonists of human mu-delta opioid receptor heterodimerization. cell-based MOR-DOR heterodimer luminescence, inverse agonism. inhibition, % at 9.3 µM. P35372+P41143. AID 504357. 340,000 compounds, 0.21% hits; in the data active = inhibition above about 22%, passing the limit was not always enough;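 note: 0% = cells with DMSO and 100% = wells without cells with DMSO; values of inactives mirror those of a sister screen read the other way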
AddAB inh = less growth of phage-infected E. coli with AddAB; E. coli expressing H. pylori AddAB, absorbance growth; inhibition, % at 11.9 µM; 330,000 compounds, 0.29% hits; AID 435030; in the data active = inhibition above about 12%;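 note: 0% = vehicle wells of infected cells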
Ecoli viability = bacterial growth inhibition, counter-screen for AddAB inhibitors | AID 449728 | inhibition, % at 11.9 µM | E. coli V3065 growth, OD600 absorbance, 18 h | 330,000 compounds, 0.27% hits;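 active = inhibition above the campaign's mean inhibition across all tested compounds plus 3 SD, cut at about 9.9% in these data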;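 note: uninfected addAB+ strain grown without phage in ampicillin broth; 0% = DMSO wells and 100% = ciprofloxacin 0.95 µg/ml wells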
* marks the source's active call; other numbers are inactive results; x = no result given; + = active, no number. Compounds as they come. About 2.8% of those tested had a hit in this group.

SMILES	phage Ecoli inh	PfHsp90 set2	Pemphigus Ab inh	PKA-R1A act	SUMO Mot1 rescue	Tat transport	OPRM1-OPRD1 ag	Arrestin-AP2 inh	MOR-DOR inv ag	AddAB inh	Ecoli viability
O=C(c1ccc(S(=O)(=O)Nc2ccccc2F)cc1)N1CCN(c2ccccn2)CC1	0.2	x	105	2	x	8	2.0	18	-11	0.0	0.3
Cc1c(C(=O)N2CCCC(C)C2)sc2ncnc(N3CCCCC3C)c12 (stereo unspecified)	1.5	1	94	-10	216	6	1.2	-3	-9	2.8	-2.6
Cc1cccc(-n2ncc3c(NCc4cccnc4)ncnc32)c1	1.4	-7	97	-20	5	-3	-2.7	11	14	-1.6	-0.5
CCc1nnc(NC(=O)CN2C(=O)c3ccccc3S2(=O)=O)s1	0.3	-5	100	-3	9	-1	-2.8	6	16	0.9	-0.7
COc1ccc(Cc2nc3ccc(C(=O)NC(C)c4cnn(C)c4)cc3o2)cc1 (stereo unspecified)	0.1	-4	105	-7	-3	-9	-2.6	-6	14	x	x
O=C1CC(Sc2nnc(-c3ccccc3)o2)C(=O)N1c1ccccc1 (stereo unspecified)	1.1	26	x	-7	62	0	-0.8	20	5	-0.4	-0.7
CC1CCCN(CC(=O)Nc2cccc([N+](=O)[O-])c2)C1 (stereo unspecified)	1.6	5	98	-12	-30	-3	-3.4	-10	18	1.5	-1.6
C(=C\c1ccccc1)/CSc1nnc(-c2cccnc2)o1	3.4	-10	129	-15	-21	-2	-1.4	-11	8	2.5	0.4
Cc1nn(C)c(C(=O)N/N=C/c2cccc3ccccc23)c1Cl	0.6	-17	89	-6	195	-5	-2.1	42	13	1.3	0.4
O=C(CSc1ccc2c(c1)OCCO2)Nc1cccnc1	1.4	-40	101	-6	-11	-4	-1.0	-15	5	3.4	0.1
CCOCCCN1CC(C(=O)NCCc2ccccc2)CC1=O (stereo unspecified)	-3.0	22	96	4	-3	-4	-0.1	6	1	-0.2	-0.7
CNC(=O)CSc1nc2nc(C)cc(C)n2n1	1.8	2	108	-13	-22	-4	-2.4	-4	14	0.5	1.3
CCC(C)NC(=O)Nc1ccc(C)cc1C (stereo unspecified)	0.8	6	102	-10	2	2	0.0	-6	0	4.4	0.6
O=C1NN(c2ccccc2)C(=O)C2C1C1C=CC2C12CC2 (stereo unspecified)	0.0	-12	101	1	-10	-10	0.6	31	-3	2.9	-0.3
COc1ccc(NC(=O)CC(C)(C)C)c([N+](=O)[O-])c1	1.7	-17	98	-7	-6	6	0.9	-2	-5	-0.7	2.3
CC(OC(=O)/C=C/c1cccs1)C(=O)Nc1ccc(S(N)(=O)=O)cc1 (stereo unspecified)	1.1	-4	107	-5	-7	-1	-2.1	9	11	-2.4	0.1
O=C(O)CSc1nnc(-c2ccncc2)n1C1CCCCC1	5.9	34	96	11	5	-1	0.0	9	0	2.1	1.2
CCOC(=O)C1CCN(Cc2cn[nH]c2-c2ccccc2)CC1	0.6	x	103	-4	-3	-1	-1.6	-6	7	-0.5	0.9
C=CCn1cnc2c(nnn2-c2ccc(OC)c(OC)c2)c1=O	-0.5	9	x	-1	-2	-3	-3.0	-17	14	2.9	1.8
CCOC(=O)C1=C(C)C(c2ccc(OC)cc2)NC(=O)N1 (stereo unspecified)	3.8	-15	99	-1	3	0	0.0	-3	0	3.2	-1.0

10 successive records already listed:
SMILES	phage Ecoli inh	PfHsp90 set2	Pemphigus Ab inh	PKA-R1A act	SUMO Mot1 rescue	Tat transport	OPRM1-OPRD1 ag	Arrestin-AP2 inh	MOR-DOR inv ag	AddAB inh	Ecoli viability
O=C(c1ccc(S(=O)(=O)Nc2ccccc2F)cc1)N1CCN(c2ccccn2)CC1	0.2	x	105	2	x	8	2.0	18	-11	0.0	0.3
Cc1c(C(=O)N2CCCC(C)C2)sc2ncnc(N3CCCCC3C)c12 (stereo unspecified)	1.5	1	94	-10	216	6	1.2	-3	-9	2.8	-2.6
Cc1cccc(-n2ncc3c(NCc4cccnc4)ncnc32)c1	1.4	-7	97	-20	5	-3	-2.7	11	14	-1.6	-0.5
CCc1nnc(NC(=O)CN2C(=O)c3ccccc3S2(=O)=O)s1	0.3	-5	100	-3	9	-1	-2.8	6	16	0.9	-0.7
COc1ccc(Cc2nc3ccc(C(=O)NC(C)c4cnn(C)c4)cc3o2)cc1 (stereo unspecified)	0.1	-4	105	-7	-3	-9	-2.6	-6	14	x	x
O=C1CC(Sc2nnc(-c3ccccc3)o2)C(=O)N1c1ccccc1 (stereo unspecified)	1.1	26	x	-7	62	0	-0.8	20	5	-0.4	-0.7
CC1CCCN(CC(=O)Nc2cccc([N+](=O)[O-])c2)C1 (stereo unspecified)	1.6	5	98	-12	-30	-3	-3.4	-10	18	1.5	-1.6
C(=C\c1ccccc1)/CSc1nnc(-c2cccnc2)o1	3.4	-10	129	-15	-21	-2	-1.4	-11	8	2.5	0.4
Cc1nn(C)c(C(=O)N/N=C/c2cccc3ccccc23)c1Cl	0.6	-17	89	-6	195	-5	-2.1	42	13	1.3	0.4
O=C(CSc1ccc2c(c1)OCCO2)Nc1cccnc1	1.4	-40	101	-6	-11	-4	-1.0	-15	5	3.4	0.1

The list continues.
SMILES	phage Ecoli inh	PfHsp90 set2	Pemphigus Ab inh	PKA-R1A act	SUMO Mot1 rescue	Tat transport	OPRM1-OPRD1 ag	Arrestin-AP2 inh	MOR-DOR inv ag	AddAB inh	Ecoli viability
Cc1ccc(C(=O)Nc2ccccc2-c2ccccc2)cc1S(=O)(=O)Nc1ccccc1	2.4	22	106	-4	6	20	7.6	-2	-42	4.0	3.0
Cc1ccc(OCC(=O)OCc2nc3scc(-c4ccccc4)c3c(=O)[nH]2)cc1C	1.4	x	99	6	5	-1	3.4	-5	-22	0.7	-0.7
CC(C)C(=O)N1CCC2(CC1)Oc1ccc(Cl)cc1C(=O)C21CC(c2cccnc2)=NO1 (stereo unspecified)	1.8	10	102	-14	37	-1	-2.0	1	11	3.3	-0.2
COC(=O)c1ccc(CNC(=O)c2cc3ccccc3oc2=O)cc1	1.4	7	100	2	-15	3	-2.2	11	13	5.5	1.3
COc1ccc2[nH]c3c(N4CCC(O)(c5cccc(C(F)(F)F)c5)CC4)ncnc3c2c1	6.2	-6	94	-4	0	2	4.3	33	-25	-1.4	-0.4
CN1CCN(Cc2nc3ccccc3c(=O)n2Cc2nc(-c3ccccc3F)cs2)CC1	1.7	15	105	-4	-20	-9	3.7	-22	-20	-1.1	-1.3
CCCCC(=O)NC(=S)Nc1cccc(C(=O)O)c1	5.3	-8	105	5	+	0	-1.9	-18	9	2.8	1.0
CCOC(=O)C1CCCN(C(=O)C2CCN(S(=O)(=O)c3cnc[nH]3)CC2)C1 (stereo unspecified)	-0.5	4	100	5	0	-1	-0.4	-3	2	-2.2	-1.4
CCCCCC(=O)N/N=C/c1ccc(N(C)C)cc1	1.0	-10	110	-3	4	6	-0.6	-5	3	-0.4	-0.2
O=C(O)CC/C(=C\c1ccc(Cl)c([N+](=O)[O-])c1)c1nc2ccccc2s1	4.8	x	107	-12	x	6	-2.8	-10	15	-1.7	1.2
CCOC(=O)c1c(CSC(=N)N)n(C)c2cc(Br)c(OC(C)=O)cc12	3.9	12	105	8	3	-4	-1.2	-18	6	-2.5	-1.9
CC(=O)N1c2ccc(S(=O)(=O)N(C)CC(=O)NC(C)c3ccccc3)cc2CC1C (stereo unspecified)	3.0	1	91	-10	2	7	-2.0	29	10	1.7	-0.2
S=C1NCCOCCOCCOCCOCCN1	-1.0	6	102	-6	45	-5	-0.1	-9	1	-0.4	-1.4
CCC(=O)Nc1cccc(C2=NOC3(C2)C[C@H](C(N)=O)N(C(=O)Cc2ccc([N+](=O)[O-])cc2)C3)c1 (stereo partly specified)	-0.2	-6	104	2	-5	-9	-3.0	-3	14	2.6	-2.0
CCOC(=O)c1c(NC(=S)Nc2ccc(OC)cc2)sc2c1CCCCC2	1.9	3	x	-2	1	3	-1.6	7	8	2.0	-2.1
CCC(C)NC(=O)CSc1nc2cc3c(cc2c(=O)n1Cc1ccco1)OCO3 (stereo unspecified)	2.6	-13	77	-10	x	0	-1.9	1	9	x	x
COc1ccc(NC(=O)CSc2nnc(-c3cccnc3)o2)c(OC)c1	3.6	x	96	-2	5	-16	-2.0	32	11	1.9	1.9
COc1cc(C(=O)NC2CC(C)(C)NC(C)(C)C2)cc(OC)c1OC	1.7	10	101	1	-12	1	-3.4	-6	17	4.2	0.0
O=C(NN1C(=O)/C(=C\c2cccnc2)SC1=S)c1ccco1	1.2	14	107	-2	-11	-13	-1.5	-2	8	-1.2	0.5
Cc1ccc(-c2csc(NC(=O)c3c(C)noc3C)n2)cc1	3.1	35	91	-8	15	2	-0.8	18	3	3.0	-0.3
COc1cc(C)c(Cl)cc1S(=O)(=O)n1ccnc1C	3.1	-21	102	5	1	4	-2.1	21	12	1.5	0.7
Cc1ccc(OCCCOc2cccc3cccnc23)cc1C	3.2	42	104	-11	-18	6	9.4	-4	-42	1.6	-2.5
O=C(Nc1ccc2ccccc2c1)c1ccc(Br)o1	3.4	8	105	4	124	6	0.3	3	-2	x	x
Cc1nnc(-c2cnn(C)c2N)n1CCCN(C)C	-1.4	x	126	-4	15	-1	-0.8	-4	4	0.0	-1.1
Cc1nc(-c2ccc(NC(=O)Cc3ccccc3)cc2)cs1	0.4	-7	104	2	11	-12	-2.8	-9	13	0.4	2.0
O=C(/C(=C(\[O-])c1ccccc1)[n+]1ccc2ccccc2c1)c1ccc([N+](=O)[O-])cc1	1.6	25	130	-3	363	0	-2.1	-9	12	1.2	0.2
CCc1ccc(-c2cc(C)no2)cc1S(=O)(=O)N1CCOc2ccccc21	0.9	-25	108	-6	32	3	2.2	29	-11	4.5	-1.0
CCOC(=O)c1c(C)[nH]c(C2=NNC(=Nc3ccc(OCC)cc3)SC2)c1C	3.9	-17	108	-20	-6	26	-1.5	-3	8	1.0	-2.0
Cc1ccc([C@@H]2CC=C(C(=O)O)[C@H](c3cccc(Cl)c3)N2S(=O)(=O)c2ccc(C)cc2)cc1	2.1	19	100	-4	24	9	0.3	8	-2	-0.5	-0.9
Cc1cc(C(=O)OCC(=O)NCc2ccccc2)c2ccccc2n1	0.9	24	x	-11	60	-6	-2.5	-6	10	-0.5	-0.9
Cc1cccc(N2CCN(CC(O)COCc3cccs3)CC2)c1C (stereo unspecified)	1.2	1	128	5	25	-1	1.3	28	-7	-0.7	1.5
Cc1ccccc1Nc1cc(=O)oc2ccccc12	2.6	-5	99	-11	370*	-5	0.7	14	-4	-1.4	-0.2
NC(=O)c1c(NC(=O)c2ccc(F)cc2Cl)sc2c1CCC2	2.5	-4	92	-13	-6	-5	2.9	-2	-13	4.7	-0.7

Bioassay records from PubChem.
